PP1 inh: blocks human PP1-alpha phosphatase, a PP5 counter-screen; purified PP1alpha, OMFP fluorescence; inhibition, % at 6.7 µM; 320,000 compounds, 0.9% hits; AID 2235;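 active means inhibition above the mean inhibition of all tested compounds plus 3 SD, computed separately for each screening campaign, cut at about 15% in these data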
GASC-1 inh: inhibitors of human GASC-1 (JMJD2C) demethylase; Q9H3R0; GST-JMJD2C(1-420) H3K9me3 demethylation, DELFIA europium; inhibition, % at 2.35 µM; 330,000 compounds, 0.069% hits; AID 2099;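 active means more than half of a compound's replicate wells show inhibition beyond 50%, single wells judged on their own value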;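 further: signal counts dimethyl H3K9 product captured on neutravidin plate; 0% = median of DMSO wells and 100% = 0.3 times that DMSO median; strong numbers were not always called active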
GRK2 aptamer HTS: inhibitors of human GRK2 displacing RNA aptamer | 330,000 compounds, 0.59% hits | inhibition of aptamer binding, % at 10 µM | AID 488847 | bead flow cytometry, FAM-aptamer displacement from GRK2 | P25098;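 active means inhibition of aptamer binding above 40%, roughly 3 SD of noise, on plates passing a quality check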;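 further: median bead fluorescence of bound FAM aptamer so fluorescent compounds give negative values; no value below 0 was filed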
PP5 inh: blocks human protein phosphatase 5 activity | purified PP5c, OMFP substrate fluorescence | 320,000 compounds, 0.18% hits | inhibition, % at 6.7 µM | P53041;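 active means inhibition above the campaign's mean inhibition across all tested compounds plus 3 SD, cut at about 9.5% in these data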;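 further: 0% = DMSO only and 100% = 100 µM cantharidin control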
VLA-4 inh: inhibition in a human VLA-4 binding assay; VLA-4 expressing cells, ligand binding flow cytometry; 330,000 compounds, 0.2% hits; inhibition, % (about 7 µM as worked out from the volumes in the protocol); P13612; in the data active means inhibition above about 50%
Target sequence (P13612 whole entry, looked up): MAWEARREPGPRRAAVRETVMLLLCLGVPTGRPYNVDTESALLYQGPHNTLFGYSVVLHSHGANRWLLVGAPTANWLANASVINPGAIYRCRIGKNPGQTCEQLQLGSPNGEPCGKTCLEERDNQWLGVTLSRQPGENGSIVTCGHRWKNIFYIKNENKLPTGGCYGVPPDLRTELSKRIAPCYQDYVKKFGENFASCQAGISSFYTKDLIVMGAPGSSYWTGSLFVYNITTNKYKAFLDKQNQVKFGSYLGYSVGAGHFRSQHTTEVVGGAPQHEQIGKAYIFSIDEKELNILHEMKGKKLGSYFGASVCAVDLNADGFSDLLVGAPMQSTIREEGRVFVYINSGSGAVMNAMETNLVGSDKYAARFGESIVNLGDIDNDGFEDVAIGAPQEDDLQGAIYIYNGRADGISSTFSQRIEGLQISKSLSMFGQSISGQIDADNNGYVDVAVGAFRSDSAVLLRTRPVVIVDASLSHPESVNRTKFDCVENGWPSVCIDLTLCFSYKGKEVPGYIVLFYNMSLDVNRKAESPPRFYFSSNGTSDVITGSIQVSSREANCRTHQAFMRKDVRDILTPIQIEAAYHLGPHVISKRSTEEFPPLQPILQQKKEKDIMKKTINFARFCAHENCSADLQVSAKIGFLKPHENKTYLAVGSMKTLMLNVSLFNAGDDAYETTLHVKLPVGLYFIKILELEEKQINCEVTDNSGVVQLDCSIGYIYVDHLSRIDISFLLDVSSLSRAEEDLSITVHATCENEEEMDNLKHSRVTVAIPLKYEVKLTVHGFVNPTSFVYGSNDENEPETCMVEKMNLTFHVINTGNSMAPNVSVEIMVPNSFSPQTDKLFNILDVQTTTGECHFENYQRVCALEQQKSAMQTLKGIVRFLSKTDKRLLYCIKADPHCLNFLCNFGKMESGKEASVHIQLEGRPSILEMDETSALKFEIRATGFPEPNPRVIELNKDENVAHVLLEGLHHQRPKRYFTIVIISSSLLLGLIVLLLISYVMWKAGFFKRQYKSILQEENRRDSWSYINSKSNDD
procasp7 counter: activates human procaspase-7, counter-screen for procaspase-3 activators; activation, % at 8.5 µM; recombinant procaspase-7, Ac-DEVD-pNA absorbance 405 nm; D23A/D198A/D206A triple mutant, cannot self-cleave; scale: DMSO 0, 5 µM enzyme 100; AID 463210; P55210; 330,000 compounds, 0.093% hits;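 active means percent activation above the screen-wide mean plus 3 SD, cut at about 25% in these data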
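Assay system – Uncleavable procaspase-7 mutant enzyme · Quantity – 2 µM procaspase-7 mutant as dispensed · Times – 1 h preincubation, 2 h reaction · Dosing – single nominal 8.5 µM compound dose, 0.8% DMSO final · Buffer or medium – Zinc-free 50 mM HEPES buffer, pH 7.4, with NaCl and Triton X-100 · Detection – Epi-absorbance of released pNA at 405 nm, two timepoints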
proCasp3 act: activators of human procaspase-3. P42574. recombinant procaspase-3 D3A, Ac-DEVD-pNA absorbance 405 nm. activation, % at 8.5 µM. 330,000 compounds, 0.11% hits;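 active means activation above the mean of all tested compounds plus 3 SD, cut at about 21% in these data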;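 further: 0% = DMSO alone and 100% = DMSO wells spiked with extra 5 µM PC-3 D3A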
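material = Procaspase-3 D3A mutant | probe or stimulus = Ac-DEVD-pNA | compound = single dose, 8.5 µM nominal compound, 0.8% DMSO | timing = 1 h preincubation, 2 h reaction | measured by = 405 nm absorbance of p-nitroaniline, reads at 0 and 120 min | benchmarks = DMSO-only low control, 5 µM PC-3 D3A high control | repeats = singlicate, each compound tested once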
HCV core dimer: blocks dimerization of HCV core protein | 300,000 compounds, 0.33% hits | inhibition, % at 5 µM | TR-FRET GST/Flag-core106 dimerization, 1536-well;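 active means inhibition above the mean of all tested compounds plus 3 SD, set per screening campaign, cut at about 45% in these data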
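Material: GST/Flag-tagged HCV core106 proteins. Incubation: 4 h, 22.5 °C incubation. Read-out basis: inhibition (%) from 671 over 617 nm ratio. Measured by: TR-FRET, excitation 340 nm, emission 617 and 671 nm.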
CTSL1 counter: counter-screen for PFM18AAP inhibitors: inhibitors of F. hepatica cathepsin L1; recombinant F. hepatica cathepsin L1, Z-Leu-Arg-MCA fluorescence; inhibition, % at 5.96 µM; 300,000 compounds, 0.49% hits; AID 1906;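 active means inhibition above the mean of all tested compounds plus 3 SD, set per screening campaign, cut at about 17% in these data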;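 further: 0% = plate median of test compound wells and 100% = 1 µM Z-Phe-Ala-diazomethylketone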
* marks the source's active call; other numbers are inactive results. Compounds as they come. About 2.6% of those tested had a hit in this group.

For O=C(NCCN1CCOCC1)C(=O)NCC1OCCN1S(=O)(=O)c1ccc(Br)cc1 (centres undefined) the results were PP1 inh -6, GASC-1 inh -12, GRK2 aptamer HTS 0, PP5 inh -0.7, VLA-4 inh 0, procasp7 counter 2, proCasp3 act 7, HCV core dimer -3 and CTSL1 counter 0.
CC(=O)NCCOC(=O)Nc1sc(=S)n(C)c1C was read as PP1 inh -1, GASC-1 inh -9, GRK2 aptamer HTS 3, PP5 inh 0.6, VLA-4 inh 13, procasp7 counter 0, proCasp3 act -5, HCV core dimer -5 and CTSL1 counter 2.
Screening CC(C)C[C@H]1COCCS(=O)(=O)N1Cc1cccc(F)c1 returned PP1 inh 3, GASC-1 inh 0, GRK2 aptamer HTS 0, PP5 inh 1.4, VLA-4 inh 30, procasp7 counter 4, proCasp3 act 3, HCV core dimer -15 and CTSL1 counter -5.
Cc1ccc(SCc2ccc(C(=O)Nc3ccccc3C(=O)NC(C)C)cc2)cc1 was read as PP1 inh -3, GASC-1 inh 5, GRK2 aptamer HTS 2, PP5 inh -0.7, VLA-4 inh -5, procasp7 counter 0, proCasp3 act 4, HCV core dimer 6 and CTSL1 counter 1.
For O=C(CCCC1=NS(=O)(=O)c2ccccc2N1)Nc1ccccc1 the results were PP1 inh -4, GASC-1 inh 17, GRK2 aptamer HTS 0, PP5 inh 0.1, VLA-4 inh 4, procasp7 counter -3, proCasp3 act -3, HCV core dimer 5 and CTSL1 counter -3.
COc1cc(C(=O)Nc2cc(C)ccc2C)ccc1OCc1c(C)noc1C was read as GASC-1 inh -1, GRK2 aptamer HTS 3, VLA-4 inh 2, procasp7 counter 5 and proCasp3 act 7.
CN(C)CCN1C(=O)C2C(C(=O)Nc3cc(Cl)cc(Cl)c3)C3C=CC2(O3)C1C(=O)NC1CCCCC1 (centres undefined) was read as PP1 inh 4, GASC-1 inh 135, GRK2 aptamer HTS 4, PP5 inh -2.1, VLA-4 inh 10, procasp7 counter 10, proCasp3 act 4, HCV core dimer 3 and CTSL1 counter 2.
Cc1ccc(S(=O)(=O)c2nc(-c3ccc(F)cc3)oc2SCC(=O)NCC2CCCO2)cc1 (centres undefined) was read as PP1 inh -3, GASC-1 inh -5, GRK2 aptamer HTS 0, PP5 inh 1.6, VLA-4 inh -1, procasp7 counter 6, proCasp3 act -5, HCV core dimer 5 and CTSL1 counter 0.
`CCOC(=O)C(=Nc1ccccc1)NO` gave PP1 inh 0, GASC-1 inh -6, GRK2 aptamer HTS 3, PP5 inh 1.3, VLA-4 inh 0, procasp7 counter -1, proCasp3 act -1, HCV core dimer 9 and CTSL1 counter 2.
Screening O=[N+]([O-])c1ccccc1CNC1CCCCCC1 returned PP1 inh -1, GASC-1 inh -3, GRK2 aptamer HTS 2, PP5 inh -3.4, VLA-4 inh 3, procasp7 counter -4, proCasp3 act 4, HCV core dimer -4 and CTSL1 counter 2.
For OCC#CCSc1nnc(-c2ccccc2Br)o1 the results were PP1 inh -6, GASC-1 inh 2, GRK2 aptamer HTS 0, PP5 inh 0.4, VLA-4 inh 14, procasp7 counter 0, proCasp3 act 3, HCV core dimer 10 and CTSL1 counter -6.
CC(=O)N1c2ccc(S(=O)(=O)NCCC(=O)N(C)Cc3ccccc3)cc2CC1C (centres undefined) was read as PP1 inh -2, GASC-1 inh 1, GRK2 aptamer HTS 1, PP5 inh -1.4, VLA-4 inh -6, procasp7 counter 1, proCasp3 act 6, HCV core dimer -5 and CTSL1 counter -3.
O=C(Oc1ccc(-c2cnc3ccccc3n2)cc1)c1ccc(Cl)c([N+](=O)[O-])c1 was read as PP1 inh -2, GASC-1 inh -2, GRK2 aptamer HTS 1, PP5 inh 0.4, VLA-4 inh 6, procasp7 counter 3, proCasp3 act 1, HCV core dimer 5 and CTSL1 counter 6.
Screening CCn1cc(C(=O)O)c(=O)c2cnc(N3CCN(C(=S)NC(=O)c4ccc(OC)cc4)CC3)nc21 returned PP1 inh 10, GASC-1 inh -15, GRK2 aptamer HTS 0, PP5 inh -9.8, VLA-4 inh -4, procasp7 counter -1, proCasp3 act -4, HCV core dimer 1 and CTSL1 counter 11.
`COc1ccc(NC(=O)CCNS(=O)(=O)c2ccc(NC(C)=O)cc2)cc1Cl` gave PP1 inh 4, GASC-1 inh 3, GRK2 aptamer HTS 0, PP5 inh 1.1, VLA-4 inh 28, procasp7 counter 2, proCasp3 act -7, HCV core dimer 6 and CTSL1 counter -2.
`CC(OC(=O)c1n[nH]c2ccccc12)C(=O)Nc1ccccc1[N+](=O)[O-]` (centres undefined) gave PP1 inh -5, GASC-1 inh 1, GRK2 aptamer HTS 1, PP5 inh 1.4, VLA-4 inh -6, procasp7 counter 2 and proCasp3 act 2.
CCN1CCn2c3c(c4cccc(C)c42)CCCC31 (centres undefined) was read as PP1 inh -6, GASC-1 inh 5, GRK2 aptamer HTS 2, PP5 inh -8.5, VLA-4 inh -12, procasp7 counter -16, proCasp3 act -5, HCV core dimer -13 and CTSL1 counter 14.
Screening N/C(=N\OC(=O)CCC(=O)O)c1ncc(C(F)(F)F)cc1Cl returned PP1 inh 1, GASC-1 inh -15, GRK2 aptamer HTS 0, PP5 inh 1.1, VLA-4 inh 10, procasp7 counter 4, proCasp3 act 5, HCV core dimer -4 and CTSL1 counter -5.
`CCOc1ccc(S(=O)(=O)NCCSCc2ccco2)cc1` gave PP1 inh -3, GASC-1 inh -3, GRK2 aptamer HTS 0, PP5 inh 1.4, VLA-4 inh -22, procasp7 counter -4, proCasp3 act -10, HCV core dimer -2 and CTSL1 counter 8.
For O=C(Nc1ccccc1F)C1CCCC1 the results were PP1 inh -4, GASC-1 inh 5, GRK2 aptamer HTS 1, PP5 inh 1.9, VLA-4 inh 8, procasp7 counter 0, proCasp3 act -5, HCV core dimer -1 and CTSL1 counter -3.
`COc1cccc(/C=N/NC(=O)c2nc(-c3ccccc3)cc(-c3ccccc3)n2)c1O` gave PP1 inh 6, GASC-1 inh 95, GRK2 aptamer HTS 3, PP5 inh 2.6, VLA-4 inh -22, procasp7 counter 10, proCasp3 act -6, HCV core dimer 38 and CTSL1 counter -3.
`Cc1nc(Br)c(Br)c(C)c1Br` gave PP1 inh -1, GASC-1 inh -1, GRK2 aptamer HTS 0, PP5 inh 0.1, VLA-4 inh 3, procasp7 counter 5, proCasp3 act -2, HCV core dimer 1 and CTSL1 counter -1.
`O=C(Nc1cccc(S(=O)(=O)N2CCCC2)c1)c1cc(-c2ccccn2)nc2ccccc12` gave PP1 inh 2, GASC-1 inh 4, GRK2 aptamer HTS 0, PP5 inh 3.7, VLA-4 inh -11, procasp7 counter -9, proCasp3 act -1, HCV core dimer -14 and CTSL1 counter -4.
Screening COCCCNC(=O)c1cc(S(=O)(=O)NCCCN2CCCC2=O)ccc1Cl returned GASC-1 inh -6, GRK2 aptamer HTS 0, VLA-4 inh -9, procasp7 counter 3 and proCasp3 act -4.
O=C(Nc1ccc(COc2ccccc2)cc1)Nc1cccc(C(=O)O)c1 was read as PP1 inh 0, GASC-1 inh 11, GRK2 aptamer HTS 1, PP5 inh 0.0, VLA-4 inh 10, procasp7 counter -4, proCasp3 act 0, HCV core dimer 6 and CTSL1 counter -2.
For O=C(c1cncc(Br)c1)N1CCc2ccccc2C1 the results were PP1 inh -5, GASC-1 inh 14, GRK2 aptamer HTS 1, PP5 inh -2.3, VLA-4 inh 9, procasp7 counter 4, proCasp3 act 2, HCV core dimer 4 and CTSL1 counter 4.
CCCC(=O)Nc1nnc(S(=O)(=O)N(CC(C)C)c2ccccc2)s1 was read as PP1 inh 1, GASC-1 inh 5, GRK2 aptamer HTS 0, PP5 inh 0.0, VLA-4 inh 7, procasp7 counter -5, proCasp3 act -5, HCV core dimer 4 and CTSL1 counter 2.
O=C1c2ccccc2C(=O)N1CC1=CCS(=O)(=O)C1 was read as PP1 inh -2, GASC-1 inh 1, GRK2 aptamer HTS 0, PP5 inh -1.1, VLA-4 inh 4, procasp7 counter -2, proCasp3 act 2, HCV core dimer -1 and CTSL1 counter -2.
CN(C)S(=O)(=O)c1cccc(NC(=O)c2cc(=O)[nH]c(=O)[nH]2)c1 was read as PP1 inh -2, GASC-1 inh 17, GRK2 aptamer HTS 0, PP5 inh -0.8, VLA-4 inh 4, procasp7 counter -1, proCasp3 act 7, HCV core dimer 0 and CTSL1 counter -2.
For Cc1c(NC(=O)c2cccc(NS(C)(=O)=O)c2)c(=O)n(-c2ccccc2)n1C the results were PP1 inh -2, GASC-1 inh -13, GRK2 aptamer HTS 2, PP5 inh -1.4, VLA-4 inh -7, procasp7 counter 6, proCasp3 act -4, HCV core dimer 2 and CTSL1 counter -1.
For CCn1nc(C(=O)Nc2ccc(S(=O)(=O)Nc3ncccn3)cc2)c2ccccc2c1=O the results were PP1 inh -1, GASC-1 inh 3, GRK2 aptamer HTS 0, PP5 inh 1.4, VLA-4 inh 34, procasp7 counter 13, proCasp3 act 2, HCV core dimer -2 and CTSL1 counter -3.
For COc1ccc(NC(=O)c2ccc(-c3ccccc3C(F)(F)F)o2)cc1 the results were PP1 inh 4, GASC-1 inh -3, PP5 inh 5.8, procasp7 counter -8, proCasp3 act -4, HCV core dimer -8 and CTSL1 counter 5.
For CCc1c(C(=O)NNC(=S)NC2CCCCC2)csc1C the results were PP1 inh 3, GASC-1 inh -1, GRK2 aptamer HTS 1, PP5 inh 1.2, VLA-4 inh 6, procasp7 counter -8, proCasp3 act -6, HCV core dimer 4 and CTSL1 counter -1.
COc1ccc(N(Cc2cc3cccc(C)c3[nH]c2=O)S(C)(=O)=O)cc1 was read as PP1 inh -4, GASC-1 inh 32, GRK2 aptamer HTS 21, PP5 inh -1.0, VLA-4 inh -10, procasp7 counter -2, proCasp3 act 2, HCV core dimer 4 and CTSL1 counter -4.
`O=c1cc(-c2ccccc2)nc(SCCOc2ccccc2Cl)[nH]1` gave PP1 inh -2, GASC-1 inh 18, GRK2 aptamer HTS 1, PP5 inh 2.0, VLA-4 inh 0, procasp7 counter 6, proCasp3 act 3, HCV core dimer 18 and CTSL1 counter 3.
For Cn1c2c(c(=O)n(C)c1=O)CN(CCc1ccccc1)CN2 the results were PP1 inh 9, GASC-1 inh -5, GRK2 aptamer HTS 0, PP5 inh -0.9, VLA-4 inh -5, procasp7 counter 17, proCasp3 act 6, HCV core dimer 0 and CTSL1 counter 1.
